# miR122 inh – miR-122 Renilla sensor signal increase in Huh7, primary screen, miR-122 inhibitor project, cell-based, single point, plate reader; 340,000 compounds, 0.3% hits; Huh7 miR-122 Renilla luciferase sensor, 48 h; neutral wells = 0, positive control = 100; activation (reporter increase), % at 12.5 µM;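 active means mean replicate activation score at least 90 and every replicate individually at or above 90; inconclusive means only one of the two criteria met; inactive means neither criterion met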;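 further: higher luciferase means less miR-122 activity so hits act as miR-122 inhibitors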
# PGC1a acetyl inh – inhibitors of PGC1a acetylation signal, primary screen, cell-based, U2OS, AlphaScreen, inhibitor mode; AlphaScreen anti-acetyl-lysine; with virally co-expressed GCN5 acetyltransferase; inhibition, % at 15.6 µM; 350,000 compounds, 0.17% hits; AID 651687, 2012;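 active means every replicate shows inhibition of at least 40%; inconclusive means mean inhibition at least 40% but some replicate below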;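 further: 0% = neutral control wells and 100% = positive control wells; some results beyond the cut were filed as inactive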
# FN deposition inh – inhibitors of fibronectin matrix deposition, primary screen, AH1F cells, Alexa488-fibronectin fluorescence, plate reader; AH1F fibroblasts, overnight; inhibition, % at 12.6 µM; 350,000 compounds, 0.086% hits;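 active means mean inhibition across replicates of 30% or more, regardless of how many single replicates reach that level; inconclusive means mean under 30% yet at least half of replicates reach 30%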;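 further: positive control wells lacked labelled fibronectin entirely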
#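 Assay system: AH1F fibroblasts assembling fluorescent fibronectin matrix; Amount: 10000 AH1F cells per well; Buffer or medium: DMEM, 2% serum; Probe or stimulus: Alexa488-fibronectin, 24 nM final in well; Doses: single compound dose, delivered by pin transfer; Incubation: 1 h adhesion, overnight exposure; Measured by: fluorescence 485/525 nm; Read-out: fibronectin deposition inhibition.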
# PglD inh – C. jejuni PglD acetyltransferase inhibitors, primary screen, biochemical, DTNB colorimetric, single point. AID 602405, 2012. inhibition, % at 12.5 µM. UDP-N-acetylbacillosamine N-acetyltransferase PglD (Campylobacter jejuni). 360,000 compounds, 0.098% hits. purified PglD enzyme, DTNB colorimetric CoA detection; in the data active means inhibition above about 16%, passing the limit was not always enough; inconclusive means no clear call, values can overlap the other calls; further: strong numbers were not always called active
# Statin myotox sup – suppressors of statin myotoxicity in C2C12 myotubes, primary screen, cell-based, single point, plate reader; 330,000 compounds, 0.78% hits; rescue of ATP level, % at 7.49 µM; C2C12 myotubes + simvastatin, ATP luminescence, 48 h; scaled: DMSO 0, geranylgeraniol control 100; AID 602340, 2012;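 active means mean ATP rescue above about 67%, or every replicate alone reaching that limit, limit read from the data, passing the limit was not always enough; inconclusive means no clear call, values can overlap the other calls; inactive means mean under the limit and some replicate under it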;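 further: myotubes were challenged with 10 µM simvastatin during compound exposure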
# F508del corr – F508del CFTR correction, initial screen, CFBE line, single point | CFBE cells, YFP halide quenching; stimulated with forskolin plus potentiator P3; % fluorescence drop versus neutral controls | activity (quench increase), % at 7.58 µM | 350,000 compounds, 0.36% hits;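 active means mean added fluorescence quench of at least 8% versus neutral control, with both replicates also reaching 8%; inconclusive means only one of the mean or replicate conditions met; inactive means mean below 8% and not both replicates reaching 8%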;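 further: cells transiently co-express mutant CFTR-F508del with the halide-sensitive YFP; corrector assay measuring rescue of mutant channel to the surface after 24 h compound exposure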
# INS-1E GSIS act – GLuc luminescence reporter in INS-1E cells, primary screen for activators of glucose-dependent secretion of insulin | AID 743287, 2014 | 370,000 compounds, 0.61% hits | INS-1E GLuc reporter insulin secretion, 2-3 h | activation, % at 16.6 µM;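 active means lowest replicate activation of at least 40%, so every replicate reaches that level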;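 further: 0% = median of neutral control wells and 100% = median of IBMX positive control wells; some compounds called inactive have numbers as strong as hits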
# Cneo AK release – Cryptococcus neoformans cell lysis inducers, primary screen, AK release luminescence, single concentration. C. neoformans lysis, adenylate kinase release luminescence, 4 h; normalised: neutral wells 0, clomiphene wells 100. lysis activity, % at 15 µM. 360,000 compounds, 0.2% hits. AID 651654, 2012;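 active means mean lysis activity across replicates of at least 80%, whatever share of replicates individually reach that level; inactive means mean lysis activity below 80%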
#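 Material – Cryptococcus neoformans yeast cells · Quantity – 5 × 10^6 yeast cells/mL · Buffer or medium – YPD medium · Compound – single dose · Timing – 4 h static compound exposure, 37 °C, read 1 h post-reagent · Signal – adenylate kinase release luminescence · Read-out basis – lysis from increased AK signal · Benchmarks – Clomiphene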
# The depositor's hits bear a star; ? = inconclusive; / = no result given; [ ] = remark or other dose.
Molecule,miR122 inh,PGC1a acetyl inh,FN deposition inh,PglD inh,Statin myotox sup,F508del corr,INS-1E GSIS act,Cneo AK release
CCN1CCN(C(c2cccs2)C(C)NC(=O)c2ccccc2OC)CC1 (stereo not drawn),/,/,0,2,1,3.8,-5,4
COc1ccccc1NC(=O)C1CCN(S(C)(=O)=O)CC1,2,-9,-7,-4,-8,0.9,12,0
O=C(CNC(=O)c1ccco1)NCC(=O)OCc1ccc(Cl)cc1,1,6,/,0,/,/,/,-1
C/C=C/c1ccc2c(c1)O[C@@H](CN(C)S(C)(=O)=O)[C@H](C)CN([C@@H](C)CO)S2(=O)=O,3[16.7 µM],-12,1,1,/,0.9,7,-4
CO[C@H]1CN(C)C(=O)c2cc(NC(C)=O)ccc2OC[C@@H](C)N(CC2CC2)C[C@H]1C,/,5,-21,1,8,1.0,3,17
Cn1c(=O)c2c(ncn2CCOC(=O)C(C)(C)Oc2ccc(Cl)cc2)n(C)c1=O,1,-1,2,2,-2,2.5,-7,2
CCOc1ccc(CCNC(=O)CS(=O)(=O)Cc2nc(-c3ccc(OC)cc3)oc2C)cc1,-1,-2,-4,-1,-22,1.1,-15,0
CCOc1ccccc1OCCCCCc1c(C)n[nH]c1C,11,-19,/,-1,6,/,/,4
C[C@H](CO)N1C[C@H](C)[C@H](CN(C)S(=O)(=O)c2cccs2)OCCCC[C@H](C)Oc2ccc(NC(=O)c3ccncc3)cc2C1=O,5[16.7 µM],4,4,-8,/,0.4,-25,-2
COc1ccccc1-c1cc2c(c3c1ccn3C)C1CCC2O1 (stereo not drawn),-3,1,0,6,0,-2.1,7,0
CCn1c(CNc2ccc(F)cc2)nnc1SCCN1CCCCC1,17,7,12,0,7,/,/,0
COc1ccc(NC(=O)CCNS(=O)(=O)c2ccccc2F)cc1S(N)(=O)=O,2,6,1,4,-13,-2.0,-2,0
CCOC(=O)c1cn[nH]c1NC(=S)Nc1ccc(OC)cc1,7,5,-9,-1,/,-0.1,/,-1
O=C(NCCS(=O)(=O)N1CCCCCC1)c1ccc(F)cc1,/,/,-1,6,1,1.6,35,1
Cc1ccc(NC(=O)c2cc(-c3cccs3)on2)cc1,-4,13,-6,0,8,/,/,0
CCOC(=O)CNC(=O)CSc1cc(C)nc2ccc(OC)cc12,-2,3,7,/,-47,-3.2,10,/
CCOc1nc(Nc2ccc(F)cc2)nc(N2CCN(c3ccc(OC)cc3)CC2)n1,-1,-10,/,1,110*,/,/,-2
CNc1nc(SCc2ccccc2)nc(N2CCOCC2)n1,/,16,/,2,10,/,50*,-1
Cc1nc(C)n(C(C)CNS(=O)(=O)c2ccc(Cl)cc2)n1 (stereo not drawn),4,/,-4,-2,30,0.9,3,0
COCC(=O)Nc1ccc2c(c1)C(=O)N(C)C[C@H](OC)[C@H](C)CN(Cc1ccccn1)[C@H](C)CO2,/,2,4,-4,3,1.1,5,-2
COc1cc(-c2nc(S(=O)(=O)c3ccc(C)cc3)c(N3CCOCC3)o2)cc(OC)c1OC,-7,0,/,-3,6,/,/,3
Cc1cccc(NC(=O)CCCn2c(=S)[nH]c3ccccc3c2=O)c1,-5,-3,/,4,10,-4.3,12,3
CCn1nnnc1SCC(=O)NCc1cccs1,-3,-5,/,7,-4,/,/,-1
O=C(C[C@H]1C[C@H]2c3cc(NS(=O)(=O)c4ccccc4)ccc3O[C@H]2[C@H](CO)O1)N1CCCCC1,3[16.7 µM],21,7,-3,-1,-3.1,-17,-8
C[C@@H]1CN([C@@H](C)CO)C(=O)c2cccc(NS(=O)(=O)c3ccccc3)c2O[C@H]1CN(C)Cc1ccc(C(F)(F)F)cc1,36[16.7 µM],-4,/,-4,-7,0.3,-28,1
CC12CCC(=O)C=C1C(F)CC1C2C(O)CC2(C)C1CCC2(O)C(=O)CO (stereo not drawn),8,-7,4,2,3,4.7,/,-2
CN(C)CC(=O)Nc1ccc2c(c1)[C@H]1C[C@H](CC(=O)NCc3cccc(F)c3)O[C@H](CO)[C@H]1O2,0[16.7 µM],7,/,-1,-9,-4.2,3,1
O=C(CSCc1ccco1)N1CCc2ccccc21,0,/,/,-3,14,/,/,0
COc1ccc(S(=O)(=O)Nc2ccc3c(c2)C(=O)N([C@@H](C)CO)C[C@@H](C)[C@H](CN(C)C(=O)CCC(F)(F)F)OCCCC[C@@H](C)O3)cc1,-8[16.7 µM],-13,/,0,/,4.8,-10,-1
COc1ccc(C)cc1S(=O)(=O)N1CCCC(C(=O)N2CCN(c3ccccc3F)CC2)C1 (stereo not drawn),0,/,8,0,4,1.3,-45,2
O=C(C[C@@H]1CC[C@H](NS(=O)(=O)c2ccccc2)[C@H](CO)O1)N1CCc2ccccc2C1,/,-7,/,1,2,-0.8,-6,-1
Cc1ccc(NC(=O)c2ccc(OC(=O)c3cc4ccccc4o3)cc2)cc1,-5,-3,2,-2,-52,/,/,-1
CCn1c(=O)cc(N2CCN(C(=O)c3ccco3)CC2)[nH]c1=O,-4,-4,-2,-5,3,0.6,-5,1
O=C(C1=C[C@@H](C2CCCCC2)C[C@@H](OCc2ccc(CO)cc2)O1)N1CCN(Cc2ccc3c(c2)OCO3)CC1,-4,1,-6,-2,-28,2.0,-11,0
CC(C)CN(C(=O)CN(C)S(=O)(=O)c1ccc(Cl)cc1)C1CCS(=O)(=O)C1 (stereo not drawn),/,0,2,5,/,-0.7,12,1
CC(C)CC1NC(=O)N(CC(=O)Nc2ccc(OCc3ccccc3)cc2)C1=O (stereo not drawn),8,-5,-6,-3,6,2.6,1,/
O=C(C1CCN(S(=O)(=O)c2cc(Cl)ccc2Cl)CC1)N1CCOCC1,-4,1,2,2,3,1.9,9,1
CN1c2ccc(-c3ccc(F)cc3)cc2[C@H]2[C@H](CCN2S(=O)(=O)c2ccc(F)cc2)[C@H]1CO,63[16.7 µM],-2,-16,3,13,?,-2,9
CCn1cc(Br)c(C(=O)N2CCN(c3ccccc3)CC2)n1,-5,7,/,-1,9,/,10,-3
CC(C)c1cccc(C(C)C)c1OC(=O)NC(=O)c1c(F)cccc1F,/,/,/,-3,4,1.2,-43,0
N/C(=N\NS(=O)(=O)c1ccccc1C(F)(F)F)c1ccccn1,23,-3,-7,5,8,-0.2,4,1
CC=Cc1ccc2n(c1=O)C[C@@H]1[C@@H](CO)[C@H](C(=O)NC3CCC3)N(C(=O)C3CCC3)[C@H]21 (mixture of isomers),2[16.7 µM],/,0,2,5,-2.3,14,-3
CC(C)NC(=O)N(C)C[C@H]1Oc2ccc(NS(=O)(=O)c3cccs3)cc2CC(=O)N([C@H](C)CO)C[C@@H]1C,-4[16.7 µM],5,/,-2,10,0.8,0,1
Cc1nn(C(C)C(=O)N2CCOCC2)c(=O)c2nn(-c3ccccc3)c(C)c12 (stereo not drawn),-2,10,-5,-2,-2,0.3,-11,-1
Cc1[nH]nc(SCC(=O)N2CCCCC2)c1[N+](=O)[O-],-4,2,-5,/,-5,/,-1,/
Cc1nc(C(=O)N(C)C)nn1-c1ccc([N+](=O)[O-])cc1,-2,15,-9,/,/,0.9,-8,/
O=C(CN1CCOCC1)N[C@H]1CC[C@H](CCNC(=O)C2CCCC2)O[C@H]1CO,15[16.7 µM],4,0,4,-3,-3.0,2,-1
O=C(COC(=O)c1c2c(nc3ccccc13)CCCC2)c1cccs1,2,2,/,1,-10,/,/,-3
O=C(C[C@H]1CC[C@H]2[C@@H](COC[C@@H](O)CN2CCC(F)(F)F)O1)NCc1ccc2c(c1)OCO2,1[16.7 µM],-13,-20,-4,-4,1.8,-9,0
C[C@@H](NC(=O)[C@H]1[C@H](CO)[C@H]2Cn3c(cccc3=O)[C@@H]1N2Cc1cccnc1)c1ccccc1,-1[16.7 µM],/,/,0,-8,0.3,2,0
Cc1ccc(S(=O)(=O)Cn2nnnc2C(c2ccc(F)cc2)N2CCCCC2)cc1 (stereo not drawn),2,/,/,-2,13,/,/,-1
C#CC(C)(C)NC(=O)CSc1nc2c(c(=O)n(C)c(=O)n2C)n1CCCC,-4,-3,2,-1,19,-2.9,12,-2
CCC(CC)C(=O)Nc1cc(=O)n(C)c(=O)n1C,1,2,7,0,-3,1.9,/,0
COCC(=O)Nc1ccc2c(c1)[C@H]1C[C@H](CC(=O)NCc3ccccn3)O[C@H](CO)[C@H]1O2,-1[16.7 µM],-1,0,3,3,-0.5,-5,4
O=C(C1CC1)N1CC[C@H]2[C@H](CO)Nc3ccc(Br)cc3[C@H]21,-12[16.7 µM],1,-1,1,19,3.5,0,3
COc1ccc(Cl)c(NC(=O)Cn2nnc(-c3ccccc3N)n2)c1,-6,4,11,6,3,/,-16,0
CCCNC(=O)c1cc(-c2ccccc2)c(N2CCCCC2)s1,0,1,-8,-3,-4,-18,-15,-1
Cc1noc(C)c1S(=O)(=O)N(C)C[C@H]1OCCCC[C@H](C)Oc2ccc(NC(=O)CCC(F)(F)F)cc2C(=O)N([C@@H](C)CO)C[C@@H]1C,7[16.7 µM],1,-9,1,-44,-0.4,-9,-2
CCOC(=O)c1csc(NC(=O)C2CCCCC2)n1,-4,0,-3,3,-6,1.5,4,-1
COC(=O)CSc1nnc(-c2ccccn2)n1N,-8,-14,2,2,7,-2.0,25,-2

# (more compounds)
Molecule,miR122 inh,PGC1a acetyl inh,FN deposition inh,PglD inh,Statin myotox sup,F508del corr,INS-1E GSIS act,Cneo AK release
COc1ccc(CCNC(=O)c2cc(C(=O)c3cc(Cl)ccc3O)cn(CCc3ccc(OC)cc3)c2=O)cc1,8,-9,-3,3,/,/,-23,-2
COc1ccc(C(O)c2ncc(-c3ccccc3)[nH]2)cc1F (stereo not drawn),15,-3,4,0,15,-0.9,-3,-2
COc1ccccc1NC(=O)COc1ccccc1,3,9,/,1,3,0.3,-1,-3
CCOC(=O)c1c(NC(=O)c2ccccc2)sc2c1CCc1ccccc1-2,-4,-2,5,5,7,0.7,-4,1
Cc1nn(C(C)(C)C)c(NC(=O)c2ccc(Cl)cc2)c1Br,1,2,-1,6,/,0.4,7,0

# Part of the list above, set out differently:
# Screens in order: miR122 inh, PGC1a acetyl inh, FN deposition inh, PglD inh, Statin myotox sup, F508del corr, INS-1E GSIS act, Cneo AK release
- COc1ccc(S(=O)(=O)Nc2ccc3c(c2)C(=O)N([C@@H](C)CO)C[C@@H](C)[C@H](CN(C)C(=O)CCC(F)(F)F)OCCCC[C@@H](C)O3)cc1
 : -8[16.7 µM], -13, /, 0, /, 4.8, -10, -1
- COc1ccc(C)cc1S(=O)(=O)N1CCCC(C(=O)N2CCN(c3ccccc3F)CC2)C1 (stereo not drawn)
 : 0, /, 8, 0, 4, 1.3, -45, 2

# Screening results: PubChem, Broad Institute
